Assay outcomes from PubChem BioAssay.
Rv3671c protease – inhibitors of M. tuberculosis serine protease Rv3671c | P9WHR9 | AID 2606 | inhibition, % at 5.96 µM | hit rate 0.048% among 320,000; in the data active means inhibition above about 38%;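 further: extracellular domain of Rv3671c used as enzyme; 0% = enzyme with DMSO and 100% = no enzyme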
Target sequence (P9WHR9 whole entry, looked up, the tested form may be a part): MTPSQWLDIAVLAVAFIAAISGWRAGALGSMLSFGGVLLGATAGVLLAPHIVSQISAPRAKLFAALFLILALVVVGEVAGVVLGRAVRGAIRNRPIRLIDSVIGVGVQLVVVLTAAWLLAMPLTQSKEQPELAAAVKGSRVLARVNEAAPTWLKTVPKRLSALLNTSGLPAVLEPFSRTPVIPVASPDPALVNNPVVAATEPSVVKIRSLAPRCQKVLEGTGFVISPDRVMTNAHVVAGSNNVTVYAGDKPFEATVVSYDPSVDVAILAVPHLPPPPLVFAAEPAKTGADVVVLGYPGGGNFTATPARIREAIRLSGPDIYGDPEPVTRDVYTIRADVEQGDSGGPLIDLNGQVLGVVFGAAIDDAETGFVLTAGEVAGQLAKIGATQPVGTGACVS
SSB-PriA inh – inhibitors of Klebsiella pneumoniae PriA binding to SSB C-terminal tail. AlphaScreen SSBct-PriA binding, biotinylated peptide. inhibition, % at 33 µM. hit rate 0.6% among 430,000; in the data active means inhibition mostly above about 37%, no sharp cut-off; inactive means mostly below about 20%;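 further: plate controls were negative control peptide for no effect and reference peptide for full effect; strong numbers were not always called active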
Mtb BioA inh – blocks M. tuberculosis BioA enzyme activity; purified M. tuberculosis BioA enzyme, plate reader; inhibition, % at 9.99 µM; hit rate 0.096% among 360,000; in the data active means inhibition above about 40%
FBA Mtb inh – Mtb fructose-bisphosphate aldolase inhibition | AID 588726 | purified M. tuberculosis FBA, fluorescence read-out | hit rate 2.3% among 360,000 | P9WQA3 | inhibition, % at 1 µM; in the data active means inhibition above about 27%;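 further: 0% = vehicle and 100% = reference inhibitor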
Mtb UGM inh – inhibitors of M. tuberculosis UDP-galactopyranose mutase. P9WIQ1. purified UGM, fluorescence polarization probe displacement. inhibition, % at 10 µM. hit rate 0.06% among 320,000; in the data active means inhibition above about 10%, passing the limit was not always enough
Target sequence (P9WIQ1 whole entry, looked up): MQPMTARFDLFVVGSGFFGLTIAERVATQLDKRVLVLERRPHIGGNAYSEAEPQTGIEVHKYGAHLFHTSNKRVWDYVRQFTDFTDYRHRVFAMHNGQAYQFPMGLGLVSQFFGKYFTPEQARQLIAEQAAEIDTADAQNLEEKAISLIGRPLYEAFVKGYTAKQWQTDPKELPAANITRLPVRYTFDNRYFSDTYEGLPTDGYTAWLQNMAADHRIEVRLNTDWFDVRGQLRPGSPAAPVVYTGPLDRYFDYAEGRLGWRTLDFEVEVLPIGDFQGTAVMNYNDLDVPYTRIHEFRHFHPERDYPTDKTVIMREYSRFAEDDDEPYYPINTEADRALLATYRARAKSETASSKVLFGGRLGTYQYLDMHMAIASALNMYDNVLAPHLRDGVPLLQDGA
GDH-TPI inh – counter-screen for M. tuberculosis FBA inhibitors: GDH-TPI coupled enzymes | GDH-TPI coupled enzyme counterscreen, NADH absorbance | inhibition, % at 4.8 µM | hit rate 1.2% among 360,000 | AID 588335; in the data active means inhibition above about 30%;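 further: 0% = DMSO wells and 100% = wells lacking the enzyme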
3CLpro inhibitor – SARS-CoV 3CLpro protease inhibition; P0C6X7; recombinant SARS-CoV 3CLpro, quenched FRET peptide cleavage; inhibition, % at 6 µM; hit rate 0.14% among 290,000; in the data active means inhibition above about 12%
MazEF act – MazEF (E. coli) toxin RNase activation; P0AE70; FAM/BHQ RNA-DNA oligo cleavage fluorescence, 5 h; activation, % at 20 µM; hit rate 0.32% among 350,000; AID 504720; in the data active means activation above about 50%
Target sequence (P0AE70 whole entry, looked up): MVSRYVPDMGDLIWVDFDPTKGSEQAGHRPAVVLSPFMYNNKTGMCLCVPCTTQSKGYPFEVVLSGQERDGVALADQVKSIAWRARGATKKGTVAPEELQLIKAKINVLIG
VHR inh abs – inhibitors of human VHR1 phosphatase (DUSP3); P51452; recombinant VHR phosphatase, pNPP absorbance; inhibition, % at 13.3 µM; hit rate 0.52% among 290,000; AID 1654; in the data active means inhibition above about 50%; further: some compounds called inactive have numbers as strong as hits
Vc quorum ag – induces V. cholerae light production without autoinducers. V. cholerae BH1578 lux reporter, luminescence, 6 h. AID 588436. activation, % at 18.7 µM. hit rate 0.16% among 350,000; in the data active means activation mostly above about 9.7%, no sharp cut-off; further: not every result past the cut was called active; inactives centre near 0; reference of the scale not given here
* = called active by the depositor; i = inactive; · = not tested or not shown; & = joins results of further samples. Only part of the results is shown (hit frequency here may not be typical).

SMILES	Rv3671c protease	SSB-PriA inh	Mtb BioA inh	FBA Mtb inh	Mtb UGM inh	GDH-TPI inh	3CLpro inhibitor	MazEF act	VHR inh abs	Vc quorum ag
COc1ccccc1C1CC(c2ccc(C)cc2)Nc2ncnn21 (configuration not stated)	-5	0	-0.7	0	-0.8	-5	-9	0	-17	-0.3
COC(=O)/C(C#N)=C1/C=Cc2ccccc2N1	-6	·	-1.2	10	-1.5	13	4	-1	15	-0.5
O=C(NNc1c(Cl)cccc1Cl)c1sccc1Cl	0	-11	·	3	5.7	0	-2	9	5	-0.9
Cc1ccc(NC(=O)C2CCCN(S(=O)(=O)c3c(C)noc3/C=C/N(C)C)C2)cc1F (configuration not stated)	-45	9	·	0	3.2	40*	0	-2	4	0.9
Cc1ccc(S(=O)(=O)NCc2nnc(SCC(=O)Nc3cccc(C)c3C)n2C)cc1	0	1	-0.1	-1	1.3	-2	3	-4	-6	-0.2
CN(Cc1ccccc1)S(=O)(=O)CCNC(=O)c1ccc2c(c1)OCO2	-3	-9	0.6	5	1.5	7	·	5	·	1.4
Cn1c(/C(C#N)=C(\O)c2ccc(Br)s2)nc2ccccc21	-2	-15	-2.1	0	0.9	7	-6	11	-7	i
Cc1ccc(S(=O)(=O)NC(=O)C2(C)CCN2C(=O)c2c(C)noc2C)cc1 (configuration not stated)	·	·	-0.5	2	·	7	·	·	·	-0.4
COc1cccc(CC(NC(C)=O)C(=O)NC2CCN(c3c(Cc4ccccc4)c(C)nc4ncnn34)CC2)c1OC (configuration not stated)	-1	-7	·	0	0.5	6	6	-4	7	-3.3
O=C(CCN1C(=O)/C(=C/c2cccc(Br)c2)SC1=S)Nc1cccnc1	-3	-4	·	-3	-0.8	0	3	4	30	i
Cc1cc(C)cc(NC(=O)Cn2c(=O)oc3cc(S(=O)(=O)N4CCC(C)CC4)ccc32)c1	-52	2	-0.2	-1	1.1	0	1	-41	34	·
COc1cc(/C=N/NC(=O)c2ccncc2)ccc1OC(=O)c1ccc([N+](=O)[O-])cc1	8	·	·	0	2.3	25	4	-4	-7	-0.1
c1ccc(CSc2nnc(-c3ccco3)c(-c3ccco3)n2)cc1	-12	9	·	0	1.7	20	1	-5	6	-1.8
COc1ccc(NS(=O)(=O)c2ccc(-c3ccccn3)s2)cc1	1	-1	5.6	2	-4.4	3	·	8	·	1.3
CCCN1CCC(=O)N(CCSc2ccc(OC)cc2)CC1	-11	-8	0.2	4	-3.9	4	·	5	7	i
O=C(CCc1ccccc1)NCCSc1ccccc1	6	-10	1.5	-2	3.7	-2	-2	-8	16	i
O=C(COc1ccc(S(=O)(=O)N2CCOCC2)cc1Cl)NCc1ccco1	-3	7	0.4	-4	-0.7	-3	-3	8	31	0.7
Cc1cc(/C=N/NC(=O)c2cccc([N+](=O)[O-])c2)c(C)n1-c1ccccc1	15	·	·	8	0.2	6	0	-1	17	-0.3
CSc1ccccc1NC(=O)CN(C)CC(=O)NCC(=O)Nc1ccc(F)cc1	0	-8	7.8	-3	1.0	1	·	11	·	-1.0
CCCCOc1ccc(S(=O)(=O)N2CCCCC2)cc1	1	-45	-0.6	0	1.7	1	2	2	-23	-0.8
COc1ccc(CN2CCCCCC2)c(C)c1C	12	-4	·	3	1.1	4	0	3	-5	-0.5
O=C(Cc1ccc(F)cc1)Nc1ccccc1N1CCCC1	-4	-9	-2.5	3	-1.6	0	3	5	2	i
CN(C)/C=C1\NC(=S)N(c2ccccc2)C1=O	0	-9	·	-1	1.1	16	0	-1	26	1.4
CCOC(=O)c1ccc(NC(=S)NNC(=O)COC)cc1	7	-1	-0.8	1	-1.3	12	0	-4	8	-0.3
COc1cc([N+](=O)[O-])ccc1NC(=O)c1cccc(NC(=O)C(C)C)c1	-2	9	·	-1	1.9	9	4	7	30	i
CC(OC(=O)CNC(=O)c1sc2ccccc2c1Cl)C(=O)NC1(C#N)CCCCC1 (configuration not stated)	5	-1	0.7	-1	0.4	-5	·	-4	·	i
CC[C@]12c3[nH]c4cc(-c5ccco5)ccc4c3CCN1C(=O)[C@@H](CC(=O)NCCCN(C)C)C[C@@H]2C(=O)N1CCN(C(=O)C2CC2)CC1	·	13	0.4	19	·	6	·	18	·	-0.4
Cc1ccc(NC(=O)c2ccccc2OCC(=O)c2ccccc2)cc1	-3	-24	-1.9	0	-2.6	3	-2	3	21	-0.3
O=C(CSc1nnc(-c2cc3ccccc3cc2O)n1Cc1ccco1)N1CCc2ccccc2C1	7	31	1.6	5	-2.3	6	6	-3	22	-0.3
CCc1cc(=O)oc2cc(C)cc(OC(C)C(=O)NC3CC(C)(C)NC(C)(C)C3)c12 (configuration not stated)	-3	-14	-0.5	72*	2.2	13	-4	12	-7	-0.2
FC(F)(F)c1nc(-c2ccncc2)ncc1-c1nnnn1-c1ccccc1	3	-8	·	-11	0.1	-16	4	0	13	-0.2
CCC1(c2ccccc2)ON(c2c(Br)cccc2Br)C1=O (configuration not stated)	-1	-4	-0.4	1	-1.1	4	·	1	·	10
CN1CCN(c2nc(-c3ccccc3)nc(-c3ccccc3)c2C#N)CC1	-8	0	·	-2	-2.4	4	1	-1	17	i
COC(=O)CSc1nnc(-c2cccnc2)o1	-1	3	1.8	0	-0.4	10	-2	-1	-7	i
COCC(=O)N(C)C[C@H]1Oc2ncc(C#C[C@H](C)O)cc2C(=O)N([C@@H](C)CO)C[C@H]1C	·	·	-4.8&1.1&-0.7	6	·	2	·	-21	·	i
O=C(O)CCN1c2cccc3cccc(c23)S1(=O)=O	-9	-1	-1.1	10	-3.3	-2	-6	0	2	-2.2
CCS(=O)(=O)NCC(c1cccnc1)N1CCN(c2ccccc2OC)CC1 (configuration not stated)	6	-1	0.0	-1	0.8	3	-2	7	19	-0.3
CCOC(=O)C1(CC2CCCCO2)CCN(Cc2nc3ccccc3[nH]2)CC1 (configuration not stated)	-3	-10	-0.7	-4	-0.8	5	3	5	22	-0.3
Cc1ccccc1Cc1c(C)nc2nc(SCC(=O)N3CCC4(CC3)OCCO4)nn2c1C	4	3	19	3	-1.7	0	3	3	22	-0.6
COc1cc(CNc2ccc(C(=O)O)cc2)cc(Br)c1OCC(=O)NC(C)(C)C	2	-6	·	-2	2.0	9	1	0	2	3.4
COc1ccc(C2=NOC(C(=O)NCCCn3ccnc3)C2)cc1 (configuration not stated)	-6	-15	·	0	-2.1	3	-3	4	20	-2.9
CCC(=O)N1CCN(c2c(Cl)cccc2[N+](=O)[O-])CC1	2	13	-1.0	5	2.0	6	0	-5	10	·
COc1ccc(C(=O)NCc2ccc(N3CCN(C)CC3)cc2)cc1	-3	-7	-1.3	0	-1.3	5	-7	5	87	0.5
CCc1ccc(NC(=O)Nc2ccsc2C(=O)OC)cc1	-9	-30	0.5	-2	0.3	1	4	-3	32	-0.1
Cn1nccc1-c1ccc(C(=O)Nc2cccc(NS(C)(=O)=O)c2)c2occc12	·	·	5.8	-2	·	5	·	·	·	-0.4
CC(NC(=O)Cn1cnc2c1c(=O)n(C)c(=O)n2C)c1ccccc1 (configuration not stated)	-7	-6	0.1	3	-0.3	6	1	7	23	i
CCN1CCN(C(=O)CCn2c(=O)c3cccn3c3cccnc32)CC1	1	-1	1.1	3	0.0	5	0	11	22	i
CCCC(c1nnnn1CS(=O)(=O)c1ccc(C)cc1)N1CCN(c2ccccc2)CC1 (configuration not stated)	3	-1	1.7	4	-0.1	-1	5	-4	-6	10
CC(C)CC(NC(=O)C1CCC(C)CC1)C(=O)Nc1ccccc1F (configuration not stated)	-4	4	0.8	1	1.4	-4	0	4	-17	i
Cc1c(C(=O)NCc2cccnc2)oc2ccc(S(=O)(=O)N3CCCC(C)C3)cc12 (configuration not stated)	-6	-4	0.3	-1	-0.4	-6	3	-1	1	i
O=C1c2ccccc2C(=O)N1CCSc1ncn[nH]1	-1	-6	-0.6	3	-1.9	2	-1	-1	-5	·
Cc1csc2c(NCCCN3CCOCC3)ncnc12	10	-5	·	4	0.2	1	-1	3	18	0.0
CC(C)Cn1c(CCC(N)=O)nnc1SC(C)C(=O)Nc1ccc2c(c1)OCO2 (configuration not stated)	7	-10	0.3	2	-2.0	-1	·	-3	·	i
Cn1c(-c2ccccc2)c(C(=O)CCl)c2ccccc21	·	-4	·	0	·	12	4	-10	10	-0.2
O=C(CCCn1c(=O)[nH]c2ccc(Br)cc2c1=O)NCc1ccc(Cl)cc1	1	-9	·	-1	-0.2	-5	-3	-70	9	-0.4
O=c1cc(C(F)(F)F)oc2c1ccc1ccccc12	-2	-12	·	-1	-0.9	4	0	0	16	-2.5
COc1ccc(CCC(=O)Nc2cccc(S(=O)(=O)N3CCOCC3)c2)cc1OC	·	-10	-1.3	-3	·	-8	·	1	·	2.1
Cc1cccc(NC(=O)c2ccc3c(=O)n4c(nc3c2)CCCCC4)n1	6	0	·	-1	1.5	4	·	7	·	5.6
COC(=O)c1sc2cnccc2c1N	-7	-7	0.9	110*	0.8	14	0	-4	25	i
O=C1Nc2ccc(Br)cc2/C1=C/C(=O)c1ccc2c(c1)OCO2	-1	-2	·	-2	0.7	5	0	7	27	i

Quoted at random: 6 records from the list
SMILES	Rv3671c protease	SSB-PriA inh	Mtb BioA inh	FBA Mtb inh	Mtb UGM inh	GDH-TPI inh	3CLpro inhibitor	MazEF act	VHR inh abs	Vc quorum ag
O=c1cc(C(F)(F)F)oc2c1ccc1ccccc12	-2	-12	·	-1	-0.9	4	0	0	16	-2.5
Cc1cccc(NC(=O)c2ccc3c(=O)n4c(nc3c2)CCCCC4)n1	6	0	·	-1	1.5	4	·	7	·	5.6
Cc1c(C(=O)NCc2cccnc2)oc2ccc(S(=O)(=O)N3CCCC(C)C3)cc12 (configuration not stated)	-6	-4	0.3	-1	-0.4	-6	3	-1	1	i
O=C1c2ccccc2C(=O)N1CCSc1ncn[nH]1	-1	-6	-0.6	3	-1.9	2	-1	-1	-5	·
Cn1c(-c2ccccc2)c(C(=O)CCl)c2ccccc21	·	-4	·	0	·	12	4	-10	10	-0.2
CC(C)CC(NC(=O)C1CCC(C)CC1)C(=O)Nc1ccccc1F (configuration not stated)	-4	4	0.8	1	1.4	-4	0	4	-17	i

The results go on.
SMILES	Rv3671c protease	SSB-PriA inh	Mtb BioA inh	FBA Mtb inh	Mtb UGM inh	GDH-TPI inh	3CLpro inhibitor	MazEF act	VHR inh abs	Vc quorum ag
Cc1cc2oc(C(=O)NCCc3ccc(S(N)(=O)=O)cc3)cc(=O)c2cc1C	-13	0	3.9	2	3.4	7	-4	14	6	i
O=C(O)C(Cc1ccnc2ccccc12)=NO	·	2	-0.1	6	·	0	·	5	·	-8.3
Cc1ccc(CNC(=O)CCC(=O)Nc2nnc(C3CCCCC3)s2)cc1	1	-16	·	0	0.4	-6	0	-9	4	-0.4
Cc1noc(C)c1CSc1nnc2scc(-c3ccc(Cl)cc3)n12	-1	1&-12	5.8	2	-0.3	12	-3	4	14	-2.0
Cc1ccc(Cl)c(OCC(=O)NN2CCN(C)CC2)c1	-6	-1	-0.6	-1	1.4	-16	-3	4	21	-0.8
COc1ccc(NC(=O)C2CCCN2C(=O)Nc2ccc(OC)cc2)cc1 (configuration not stated)	·	9	-1.0	4	·	-2	1	7	7	1.1
C=CCc1cccc2cc(C(=O)N(CC)CC)c(=O)oc12	6	2	-3.6	2	-0.7	0	-1	9	10	-3.1
COCCNC(=O)c1onc(CSc2cc(C)ccc2C)c1C(=O)O	-7	2	0.1	3	-2.0	-10	-2	6	18	i
CC1CCCCC12NC(=O)N(CC(=O)NCc1ccco1)C2=O (configuration not stated)	-1	-13	-2.2	2	-1.8	-2	·	5	·	0.4
COc1ccccc1NC(=O)CSc1ccc(-c2cccs2)nn1	-11	10	·	-5	3.5	-6	2	9	7	-0.4
CC(C)OC(=O)CSc1nnc(-c2ccc([N+](=O)[O-])cc2)o1	-3	-4	0.2	-3	1.2	11	-1	7	22	-0.4
CN(C)S(=O)(=O)c1ccc(C(=O)NCCN=C2NS(=O)(=O)c3ccccc32)cc1	7	-3	-1.7	0	-0.6	13	0	7	20	-3.1
CCOc1ccc(-c2nnn(CCC(=O)O)n2)cc1OC	3	-15	0.0	0	-0.4	-13	0	1	-5	-12
